Compound activity (PubChem)
POLH inh: qHTS for Inhibitors of Polymerase Eta; hit rate 1.2% among 390,000; Potency, µM (highest dose often 114 µM), without a hit: top-dose activity change, negative = inhibition, most hits filed as inhibitors; DNA polymerase eta (Homo sapiens), Q9Y253; recombinant Pol eta, fluorescent DNA replication assay; also: % is scaled to controls: 0 for no effect and ±100 for the full control effect
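Fluorescent replication assay: 50 nM final substrate added after a 15 min room-temperature compound preincubation with 10 nM enzyme. Signal taken at 0 min and again at 10 min.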
BAZ2B inh: qHTS Assay for Inhibitors of BAZ2B. Bromodomain adjacent to zinc finger domain protein 2B (Homo sapiens), Q9UIF8. AlphaScreen BAZ2B-H3K14Ac peptide displacement. Potency, µM (doses to about 114 µM), inactives show at the top dose activity change, negative = inhibition, hits mostly inhibitors. hit rate 4.4% among 360,000. AID 504333, 2011; also: % is scaled to controls: 0 for no effect and ±100 for the full control effect; nearly all actives have a fitted effect of over 60% in size
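AlphaScreen luminescence quantifies BAZ2B engagement of H3K14Ac peptide; the protein and biotinylated peptide are both at 50 nM final, buffer PBS pH 7.4 with 0.01% Tween-20, all steps at room temperature.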
BLM helicase inh: qHTS Assay for Inhibitors of Bloom's syndrome helicase (BLM); recombinant BLM DNA unwinding, fluorescence dequenching; Potency, µM (top dose mostly 56.1 µM), without a hit: at the highest dose activity change, negative = inhibition, usual class: inhibitors; hit rate 0.2% among 350,000;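 also: plate controls were vehicle for no effect and no enzyme for full effect; nearly all actives have a fitted effect of over 35% in size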
G9a inh: qHTS Assay for Inhibitors of Histone Lysine Methyltransferase G9a | G9a H3K9 monomethylation, AlphaScreen, 2 h | Potency, µM (doses to about 102 µM), for the others: top-dose activity, negative = inhibition, actives largely listed as inhibitors | hit rate 8.8% among 350,000 | AID 504332, 2011; also: % is scaled to controls: 0 for no effect and ±100 for the full control effect; nearly all actives have a fitted effect of over 75% in size
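G9a (20 nM) preincubated 15 min RT with compounds, then 500 nM biotinylated H3K9 peptide and 20 uM SAM added; 2 h RT reaction. Monomethyl-H3K9 product detected by AlphaScreen with anti-H3K9me1 antibody, streptavidin donor and anti-rabbit IgG acceptor beads.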
POLB inh: qHTS Assay for Inhibitors of DNA Polymerase Beta. P06746. Pol beta primer extension/strand displacement, fluorescence kinetic. Potency, µM (titrated, usually from 114 µM), without a hit: top-dose activity change, negative = inhibition, hits mostly inhibitors. hit rate 1.3% among 340,000. AID 485314, 2010; also: % is scaled to controls: 0 for no effect and ±100 for the full control effect
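10 nM enzyme + cpd, 15 min RT; start with substrate 50 nM final; read 0 min and after 10 min RT. Corrected, normalized data; 4-parameter Hill curve fit.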
POLI inh: qHTS for Inhibitors of Polymerase Iota. Pol iota fluorescent replication assay, 10 min. Potency, µM (doses to about 115 µM), inactives show at the highest dose activity, negative = inhibition, hits mostly inhibitors. DNA polymerase iota (Homo sapiens), Q9UNA4. hit rate 1% among 390,000
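Pol iota at 10 nM preincubated 15 min with compounds at room temperature; reaction started with fluorescent substrate, 50 nM final. Fluorescence read kinetically at 0 and 10 min; buffer-only wells as negative control.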
POLK inh: qHTS for Inhibitors of Polymerase Kappa | purified Pol kappa, fluorescent DNA synthesis assay, 10 min | Potency, µM (highest dose often 107 µM), without a hit: top-dose activity, negative = inhibition, actives largely listed as inhibitors | hit rate 0.53% among 400,000; also: % is scaled to controls: 0 for no effect and ±100 for the full control effect
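Inhibition of 10 nM Pol kappa is measured by a fluorescent read-out at 0 and 10 min following addition of 50 nM substrate (final), with a 15-min room-temperature compound preincubation.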
Apoferritin bind: qHTS Assay for Identification of Novel General Anesthetics; Potency, µM (doses to about 77.5 µM), for inactives: top-dose activity change, negative = displacement, most hits filed as inhibitors; apoferritin/1-aminoanthracene competitive binding, fluorescence; hit rate 0.074% among 350,000; Ferritin light chain (Equus caballus), P02791; also: % is scaled to controls: 0 for no effect and ±100 for the full control effect; nearly all actives have a fitted effect of over 20% in size
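10 uM apoferritin + 50% sat. 1-AMA, PBS; cpd 10 min RT; Ex380/Em535 endpoint; normalized to free probe vs complex; 4-param Hill fit; propofol titration as pos. ctrl.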
APE1 inh: qHTS Assay for Inhibitors of the Human Apurinic/apyrimidinic Endonuclease 1 (APE1). recombinant APE1, TAMRA/BHQ-2 abasic DNA cleavage fluorescence. Potency, µM (series often up to 65.8 µM), without a hit: top-dose activity change, negative = inhibition, hits mostly inhibitors. hit rate 0.35% among 350,000. AID 2517, 2012;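 also: plate controls were vehicle for no effect and reference inhibitor for full effect; nearly all actives have a fitted effect of over 55% in size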
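Incision of a quenched TAMRA/BHQ-2 THF abasic-site duplex (50 nM) by 0.75 nM APE1, after 15 min compound preincubation, measured as fluorescence increase over three 60 s reads. Values normalized to buffer, DMSO and NSC13755 control wells.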
* = called active by the depositor; ? = inconclusive; . = not tested or not shown; [ ] = dose if it differs, or a comment. Calls follow the shape of the dose curve; as a rule, active = well fitted curve in the direction sought with a large enough effect; inconclusive = small, poorly fitted or top-dose-only effect, or another doubt; inactive = no such curve, though single readings can be large; an effect the other way counts as inactive or inconclusive. Potency is read from the fitted curve at half-maximal effect. Not all compounds are listed; rates above refer to the full screens.

SMILES	POLH inh	BAZ2B inh	BLM helicase inh	G9a inh	POLB inh	POLI inh	POLK inh	Apoferritin bind	APE1 inh
COC(=O)C1CCN(C(=O)CN2C(=O)NC(CCc3ccccc3)C2=O)CC1 (configuration not stated)	-1.2%	-4.4%	-2.5%	8.6%[12.7 µM]	-9.3%	18.5%	-3.7%	-0.7%	-3.1%
Cc1nnc(N2CCC(C(=O)NC(C)C)CC2)c2nn(-c3ccccc3)c(C)c12	-11.3%	0.6%	-4.4%	4.2%[59 µM]	7.5%	-2.2%	-15.5%[60.1 µM]	-6.8%	.
COc1ccc(C[C@@H]2CN3C(=NC[C@@H]3C)N2C[C@H](C)NC(=O)c2ccc(C)c(Br)c2)cc1	-21.9%	-28.0%	-3.9%	?	1.7%	-3.9%	4.7%	-16.2%	?
CCOc1ccc(OC(=O)c2cn(-c3cccc(OC)c3)c(=O)c3ccccc23)cc1	-3.3%	0.6%	-5.0%	0.8%[59 µM]	6.0%	5.4%	-5.5%[60.1 µM]	-2.0%	.
CCN(CC)S(=O)(=O)c1ccc(N2CCOCC2)c(NC(=O)c2cc(Cl)c3c(c2)OCO3)c1	-9.9%	.	.	.	.	-21.1%	4.4%	.	7.2%
CCOc1cc(C(=O)Nc2cnccn2)cc(OCC)c1OCC	-13.1%	3.7%	-5.3%	-4.3%	19.1%	43.7%[activator]	16.3%	-21.8%	11.6%
CC(=O)c1ccc(NC(=O)CSc2ccc(-c3cccs3)nn2)cc1	-14.9%	-21.4%	-11.9%	2.82µM*	-15.0%	8.0%	-2.7%	42.7%[activator]	.
CC1=NN=C(c2ccccc2)C(c2c[nH]c3ccccc23)N1O (configuration not stated)	-11.0%	-10.5%	-8.8%	?	26.5%	5.3%	-5.6%	-5.8%	-10.2%
Cc1noc(C)c1S(=O)(=O)Nc1ccc2c(c1)C(=O)N([C@H](C)CO)C[C@H](C)[C@@H](CN(C)C(=O)Nc1ccc3c(c1)OCO3)O2	-4.1%	.	.	.	.	35.4%[activator]	-16.8%	.	-10.6%
CCOC(=O)c1c(C)n(C)c2ccc(OCC(O)Cn3nc(C)cc3C)cc12 (configuration not stated)	3.5%	-2.3%	0.7%	17.2%[59 µM]	-8.2%	18.6%	-15.1%	-3.8%	6.8%
C/C(=N/NS(=O)(=O)c1ccc(C)cc1)c1cccc(NC(=O)c2cccc(Cl)c2)c1	-11.8%	-4.3%	-8.2%	39.1%[12.7 µM]	1.8%	21.7%	-12.2%	-14.4%	-3.9%
COC(=O)CC1=C(C(=O)OC)C(c2cc(OC)c(OC)cc2OC)C(C#N)=C(N)O1 (configuration not stated)	2.0%	-27.8%	-2.0%	24.6%[12.7 µM]	-0.2%	31.1%[activator]	-13.9%	-0.6%	1.1%
Cc1ccc(NC(=O)NC(=O)N(c2ccccc2)S(C)(=O)=O)cc1	4.4%	-0.6%	-2.3%	-20.6%	21.6%	5.8%	0.7%	-17.8%	-4.6%
Cc1cc(C(=O)NNC(=O)c2ccc(C)c([N+](=O)[O-])c2)c(C)o1	3.6%	-5.7%	.	7.0%	.	3.1%	6.1%	.	1.8%
COc1ccc(-c2nn(-c3ccccc3)cc2/C=N/NC(=O)c2ccc3c(c2)OCO3)cc1	.	-0.3%	-7.1%	46.9%[12.7 µM]	24.9%	.	.	-0.8%	-3.2%
COc1ccc(CN2CCN(c3ccccc3OC)CC2)cc1OC	4.9%	50.1µM*	-12.8%	.	3.8%	23.1%	-20.4%	-0.1%	6.0%
CCn1c(COc2cccc(C)c2)nnc1SCC(=O)NC1CCCC1	-20.4%	-0.6%	-0.6%	4.6%	3.0%	160.2%[activator]	-5.5%	-5.0%	75.5%
Cc1cc(C)n(-c2ccc(C(=O)NCC(c3ccco3)N3CCCC3)cc2)n1 (configuration not stated)	-5.5%	3.4%	.	-24.4%[59 µM]	.	-0.7%	11.8%	.	-6.1%
O=C(COC(=O)C12CC3CC(CC(O)(C3)C1)C2)N1CCN(S(=O)(=O)c2ccc(Cl)cc2)CC1	-4.6%	6.0%	3.6%	?	0.7%	4.0%	-9.0%	-4.3%	10.3%
c1ccc(-c2ccc(N3CC4(CCNCC4)C3)cc2)cc1	.	.	-0.1%	-23.6%[12.7 µM]	.	.	10.1%[60.1 µM]	.	5.3%
Cc1ccc(S(=O)(=O)N/N=C\c2cn(CC(N)=O)c3ccccc23)cc1	-14.6%	-17.5%	-1.0%	23.9%	22.8%	21.9%	0.2%	-11.3%	4.6%
COc1ccccc1OCC(=O)Nn1c(=S)[nH]c2ncccc2c1=O	-0.9%	1.2%	-1.6%	1.4%	-15.4%	7.1%	1.5%	-2.1%	5.1%
CCOc1ccc(CN(C)C(=O)c2cc(S(=O)(=O)N3CCCC3)ccc2C)cc1	-6.6%	13.2%	.	25.0%[2.33 µM]	.	8.5%	2.9%	.	-7.4%
O=C(CSc1n[nH]c(=O)[nH]c1=O)N/N=C/c1ccccc1	-24.8%	5.1%	-1.3%	-7.0%[59 µM]	0.0%	-0.4%	-5.3%	1.3%	4.6%
Cn1c(=O)c2c(ncn2CC(=O)N/N=C/C=C\c2ccccc2[N+](=O)[O-])n(C)c1=O	-7.5%	-8.7%	-1.4%	1.1%	0.2%	33.4%[activator]	2.8%	-2.9%	1.7%

(list continues)
SMILES	POLH inh	BAZ2B inh	BLM helicase inh	G9a inh	POLB inh	POLI inh	POLK inh	Apoferritin bind	APE1 inh
CCCC(=O)Nc1ccc(N2CCCCC2)cc1	-6.4%	-11.7%	-0.6%	?	15.5%	7.2%	-10.5%	-9.1%	-4.2%
O=C1NC(=O)C2(COC3(CCCC3)OC2)S1	?	?	-1.0%	-12.1%[59 µM]	?	-19.8%	-3.8%	-7.6%	-6.1%
COc1cc(OC)cc(C(=O)N/N=C/c2ccc(OC)c(COc3ccc4ccccc4c3)c2)c1	?	-4.8%[57.1 µM]	0.7%	?	37.8%	?	-8.6%	-13.2%	-4.2%
COc1ccc(Nc2nc(-c3cccc([N+](=O)[O-])c3)nc3ccccc23)c(OC)c1	-3.0%	?	-24.7%	1.8%[59 µM]	?	7.5%	-7.5%	-17.7%	-2.6%
COc1ccc(CN(C(=O)c2ccccc2OC)C2CCS(=O)(=O)C2)cc1 (configuration not stated)	-19.3%	-15.6%	0.1%	-29.3%[12.7 µM]	0.6%	23.1%	-3.7%	-6.7%	10.4%
O=C(Nc1cccn(Cc2c(Cl)cccc2Cl)c1=O)c1c(Cl)cccc1Cl	-5.7%	-10.7%	-8.8%	?	14.3%	18.0%	-3.6%	-5.9%	-1.6%
CCCCCCCC(=O)Nc1cc(C(=O)NCc2ccc(C)cc2)ccc1N1CCC2(CC1)CC(c1cccc(Br)c1)=NO2	-19.6%	9.8%	.	10.3%[2.33 µM]	.	28.1%	-0.5%	.	10.0%
CCn1c(SCC(=O)c2ccc(Cl)s2)nnc1-c1cccs1	-1.8%	-1.5%	-3.0%	?	-0.6%	3.0%	-6.5%	?	-1.7%
COc1cc(C(=O)N2CCc3ccccc32)cc(OC)c1OC	6.4%	10.3%	3.9%	.	57.6%	156.5%[activator]	-1.0%	-7.9%	-3.7%
OCC[C@@H]1C[C@H](O)[C@@H](O)[C@]2(CCc3ccccc3O2)O1	0.9%	-26.3%	-0.6%	1.8%	10.4%	-19.7%	-3.9%	-9.2%	56.3%[activator]
Cc1ccc(S(=O)(=O)NCc2ccc3c(c2)cc(C)n3C)cc1	-8.3%	-25.9%	-7.8%	?	-4.9%	-11.4%	-4.9%	-8.4%	-6.6%
O=C(CN1CCN(S(=O)(=O)c2ccccc2)CC1)Nc1ccccc1C(=O)NC1CC1	-5.5%	-24.5%	.	9.9%[2.33 µM]	.	9.3%	-6.9%	.	54.8%[activator]
Cc1nnc(SCC(=O)N2CC(=O)Nc3ccccc32)n1Cc1ccccc1	6.4%	0.1%	-0.1%	-37.5%	48.3%	11.1%	-3.7%	-8.3%	10.6%
O=C(NCCNc1ccc([N+](=O)[O-])cc1C(F)(F)F)c1cccc(F)c1	-19.6%	1.8%	0.7%	-10.5%	2.3%	0.8%	-13.4%	-13.8%	-5.2%
Cc1c(C(=O)N2CC[C@@H](N3CCC(O)CC3)[C@H](O)C2)[nH]c2ccc(Cl)cc12	-11.8%	-14.2%	0.8%	15.3%	22.3%	32.9%[activator]	4.0%	-5.8%	42.6%

Some of the entries so far, as labelled records.
> COc1cc(OC)cc(C(=O)N/N=C/c2ccc(OC)c(COc3ccc4ccccc4c3)c2)c1
  POLH inh = ? | BAZ2B inh = -4.8%[57.1 µM] | BLM helicase inh = 0.7% | G9a inh = ? | POLB inh = 37.8% | POLI inh = ? | POLK inh = -8.6% | Apoferritin bind = -13.2% | APE1 inh = -4.2%
> COc1ccc(Nc2nc(-c3cccc([N+](=O)[O-])c3)nc3ccccc23)c(OC)c1
  POLH inh = -3.0% | BAZ2B inh = ? | BLM helicase inh = -24.7% | G9a inh = 1.8%[59 µM] | POLB inh = ? | POLI inh = 7.5% | POLK inh = -7.5% | Apoferritin bind = -17.7% | APE1 inh = -2.6%
> COc1ccc(CN(C(=O)c2ccccc2OC)C2CCS(=O)(=O)C2)cc1 (configuration not stated)
  POLH inh = -19.3% | BAZ2B inh = -15.6% | BLM helicase inh = 0.1% | G9a inh = -29.3%[12.7 µM] | POLB inh = 0.6% | POLI inh = 23.1% | POLK inh = -3.7% | Apoferritin bind = -6.7% | APE1 inh = 10.4%
> O=C(Nc1cccn(Cc2c(Cl)cccc2Cl)c1=O)c1c(Cl)cccc1Cl
  POLH inh = -5.7% | BAZ2B inh = -10.7% | BLM helicase inh = -8.8% | G9a inh = ? | POLB inh = 14.3% | POLI inh = 18.0% | POLK inh = -3.6% | Apoferritin bind = -5.9% | APE1 inh = -1.6%
